Screens: PubChem BioAssay, The Scripps Research Institute Molecular Screening Center
TEAD-YAP block = TEAD-YAP interaction inhibition, primary screen, TEAD-YAP interaction inhibitor project, luminescence, HEK-TIYL cells | inhibition, % at 9.12 µM | 640,000 tested, 1.4% active | TEAD-Gal4/YAP UAS-luciferase luminescence | AID 1259422, 2018; in the data active means inhibition above about 32%;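 further: 0% = median of test compound wells and 100% = reference inhibitor wells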
MITF primary = MITF inhibitors, primary screen, biochemical, AlphaScreen, human | Microphthalmia-associated transcription factor (Homo sapiens), O75030 | AlphaScreen MITF homodimerization, bead proximity signal | inhibition, % at 2.6 µM | 650,000 tested, 0.91% active | AID 1259374, 2018; in the data active means inhibition above about 50%;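 further: 0% = vehicle wells with protein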
Target sequence (O75030 whole entry, looked up): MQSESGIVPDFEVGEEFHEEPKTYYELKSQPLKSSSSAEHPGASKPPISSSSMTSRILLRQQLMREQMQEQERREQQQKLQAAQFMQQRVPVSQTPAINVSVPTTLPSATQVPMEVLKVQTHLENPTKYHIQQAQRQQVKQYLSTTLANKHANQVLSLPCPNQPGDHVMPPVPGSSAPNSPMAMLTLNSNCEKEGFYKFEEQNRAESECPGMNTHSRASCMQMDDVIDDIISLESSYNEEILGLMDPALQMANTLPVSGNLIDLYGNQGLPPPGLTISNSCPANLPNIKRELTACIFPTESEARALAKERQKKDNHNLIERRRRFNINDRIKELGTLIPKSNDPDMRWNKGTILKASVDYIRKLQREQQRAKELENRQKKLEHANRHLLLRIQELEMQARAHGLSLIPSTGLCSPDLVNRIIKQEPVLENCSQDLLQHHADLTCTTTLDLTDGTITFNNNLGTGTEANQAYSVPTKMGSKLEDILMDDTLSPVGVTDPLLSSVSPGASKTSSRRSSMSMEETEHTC
GPR151 activ = activators of human GPR151, primary screen, cell-based, PathHunter beta-arrestin, luminescence. G-protein coupled receptor 151 (Homo sapiens), Q8TDV0. PathHunter beta-arrestin GPR151 cells. activation, % at 11.2 µM. 650,000 tested, 1% active. AID 1508602, 2020; in the data active means activation above about 4.9%;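 further: 0% = median of compound wells and 100% = cells with positive control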
Target sequence (Q8TDV0 whole entry, looked up): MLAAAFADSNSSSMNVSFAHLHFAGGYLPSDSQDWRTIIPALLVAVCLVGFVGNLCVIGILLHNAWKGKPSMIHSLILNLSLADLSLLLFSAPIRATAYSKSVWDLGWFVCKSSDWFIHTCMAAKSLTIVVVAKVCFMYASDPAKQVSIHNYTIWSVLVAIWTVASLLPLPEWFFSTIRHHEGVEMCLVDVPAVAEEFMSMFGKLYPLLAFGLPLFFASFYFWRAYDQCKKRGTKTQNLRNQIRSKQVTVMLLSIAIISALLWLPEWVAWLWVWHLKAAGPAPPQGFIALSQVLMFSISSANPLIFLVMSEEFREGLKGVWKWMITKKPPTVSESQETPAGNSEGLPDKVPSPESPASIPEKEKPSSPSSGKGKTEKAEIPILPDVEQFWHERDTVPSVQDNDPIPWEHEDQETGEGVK
FBW7 activator = FBW7 E3 ligase activators, primary screen, biochemical, AlphaScreen, human; 650,000 tested, 0.13% active; AlphaScreen FBW7–phospho-cyclin E peptide binding, activator screen; F-box/WD repeat-containing protein 7 (Homo sapiens), Q969H0; normalized activity (activation), % at 26.1 µM; in the data active means normalized activity above about 1.9%;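 further: purified mutant Fbw7 with reduced substrate affinity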
* marks the source's active call; other numbers are inactive results; · = no result given.

Values in the order – TEAD-YAP block | MITF primary | GPR151 activ | FBW7 activator
CN(CCOC(=O)c1cccc(F)c1)Cc1ccccc1
  0 | -10 | 0.4 | -0.1
COC(=O)c1cccc(N2C(=O)c3ccccc3C2=O)c1
  8 | -3 | -0.2 | -0.1
Cn1c(=O)c2c(nc(N3CCCCC3)n2Cc2ccc(Br)cc2)n(C)c1=O
  -2 | 11 | -0.7 | -0.1
CC1(C(=O)Nc2ccccc2I)Cc2ccccc2C(=O)O1 (stereo not drawn)
  -19 | 6 | -1.7 | 0.1
CC(C)N(C(=O)COC(=O)c1cc(Cl)cc(Cl)c1N)c1ccccc1
  3 | 13 | -1.6 | 0.3
Cc1nc2cc(C(=O)NCc3ccc4c(c3)OCO4)ccc2n1-c1cccc(F)c1
  1 | -1 | 0.2 | -0.1
Clc1ccccc1CNc1ncnc2c1c(-c1ccccc1)cn2-c1ccccc1
  0 | -12 | 0.2 | 0.1
CCSCCOC(=O)C1=C(C)NC2=C(C(=O)CC(c3ccccc3)C2)C1c1ccccc1F (stereo not drawn)
  15 | -11 | -0.3 | 0.2
CSc1ccc(C(=O)NCC(=O)O)cc1[N+](=O)[O-]
  4 | 9 | 1.8 | -0.1
CS(=O)(=O)c1ccc(CC(=O)N2CCc3ccccc3C2)cc1
  -19 | -10 | 4.6 | 0.2
O=C1CCCN1CCn1cnc2c(NCCOc3ccccc3)nc(Nc3ccc4ncccc4c3)nc21
  12 | 16 | -2.5 | 0.1
O=C1CCC/C(=N\NC(=O)c2ccc(O)cc2)C1
  -9 | -14 | 1.1 | -0.1
Cc1cc(N/C=C2/CCCCC2=O)ccc1Br
  -84 | 9 | 1.9 | 0.4
N[C@H](C(=O)O)c1cccc(O)c1
  · | 1 | 1.3 | -0.1
O=C(NCCc1nc(-c2cccnc2)n[nH]1)NC1CCCCC1
  6 | 11 | 0.4 | 0.0
COc1ccc(NC(=S)NC(=O)c2ccc(C)cc2)cc1
  -45 | 15 | -0.1 | 0.1
COc1cccc(-c2nn(CN3CCCC3)c(=S)n2C)c1
  -3 | 14 | -0.1 | 0.0
Cc1nc2sc3c(c2c2nnc(-c4ccccc4)n12)CCC3
  -5 | -8 | 0.8 | -0.2
CC(C)=CCC/C(C)=C/CO/N=C1/[C@H]2CCn3c(=O)n(C)c(=O)n3[C@H]2[C@H](O)[C@@H]2O[C@H]12
  · | -14 | 0.3 | 0.0
O=C(CN1C(=O)C2C3C=CC(C3)C2C1=O)Nc1ccc2nccnc2c1 (stereo not drawn)
  9 | 10 | 0.0 | 0.1
CCOC(=O)COc1cc(=O)n(C)c2ccccc12
  6 | -2 | 2.2 | -0.1
COc1ccc(C2=N/C(=C\c3cccc([N+](=O)[O-])c3)C(=O)O2)cc1OC
  6 | 4 | -0.7 | 0.0
O=C1CCCN1CCn1cnc2c(NCc3nc4ccccc4[nH]3)nc(Nc3ccc(-n4ccnc4)cc3)nc21
  39* | 4 | 0.7 | -0.1
O=C(Oc1cccc2cccnc12)c1ccc(F)cc1
  -5 | 14 | 0.6 | 0.5
Cc1cc(S(=O)(=O)N2CCCC2)c(Cl)cc1Cl
  -11 | -5 | 0.0 | 0.0
C=C(C)CSc1nc2sc3c(c2c(=O)n1-c1ccc(Br)cc1)CC(C)(C)OC3
  -5 | 2 | -0.5 | 0.0
COc1ccc(CCNC(=O)C(C)Sc2nnc(N)s2)cc1OC (stereo not drawn)
  -2 | 21 | -0.2 | 0.8
NC(=O)CSc1nc2sc3c(c2c(=O)n1C1CCCCC1)CCC3
  -6 | 0 | 0.2 | -0.1
O=C(N1CCN(c2ccccc2F)CC1)C1(c2cccs2)CCOCC1
  0 | -15 | 0.6 | 0.6
CCOC(=O)c1ccc(NC(=O)CC2SC(=Nc3ccc(O)cc3)NC2=O)cc1 (stereo not drawn)
  1 | 6 | 0.7 | 0.2

A second format for some results above.
mol | TEAD-YAP block | MITF primary | GPR151 activ | FBW7 activator
COc1ccc(C2=N/C(=C\c3cccc([N+](=O)[O-])c3)C(=O)O2)cc1OC | 6 | 4 | -0.7 | 0.0
O=C1CCCN1CCn1cnc2c(NCc3nc4ccccc4[nH]3)nc(Nc3ccc(-n4ccnc4)cc3)nc21 | 39* | 4 | 0.7 | -0.1
O=C(Oc1cccc2cccnc12)c1ccc(F)cc1 | -5 | 14 | 0.6 | 0.5
Cc1cc(S(=O)(=O)N2CCCC2)c(Cl)cc1Cl | -11 | -5 | 0.0 | 0.0
C=C(C)CSc1nc2sc3c(c2c(=O)n1-c1ccc(Br)cc1)CC(C)(C)OC3 | -5 | 2 | -0.5 | 0.0
COc1ccc(CCNC(=O)C(C)Sc2nnc(N)s2)cc1OC (stereo not drawn) | -2 | 21 | -0.2 | 0.8

(more compounds)
Values in the order – TEAD-YAP block | MITF primary | GPR151 activ | FBW7 activator
CCOc1ccccc1C(=O)NC12CC3CC(CC(C3)C1)C2
  -12 | 9 | 0.0 | 0.1
Cc1cc(C)nc(NS(=O)(=O)c2ccc(N3C(=O)c4ccccc4C3=O)cc2)n1
  -2 | -2 | 1.5 | -0.1
O=C1c2ccccc2C(=O)N1c1cccc(-c2csc(N3N=C(c4ccccc4)CC3c3ccccc3)n2)c1 (stereo not drawn)
  -2 | 6 | 0.6 | 0.0
CCc1cccc(NC(=O)CCS(=O)(=O)c2ccc(Cl)cc2)c1
  7 | 16 | -0.1 | 0.0
CC1=C/C(=C/c2ccc(-c3cccc([N+](=O)[O-])c3)o2)C(=O)O1
  2 | 28 | -1.5 | 0.4
CC(=O)Nc1ccc(Nc2nccn3c(-c4ccc(C(=O)NC5CC5)cc4)cnc23)cc1
  2 | -6 | 0.1 | 0.0
CCOC(=O)c1cnc2ccc(OCC)cc2c1Nc1cc(OC)c(OC)c(OC)c1
  -9 | -7 | -0.6 | -0.1
Cc1cc2c(c(=O)[nH]1)C(=O)OC2
  4 | -4 | 1.2 | 0.0
O=C(Nc1cccc(-n2cccn2)c1)C1CCCN(C2CCSCC2)C1 (stereo not drawn)
  -2 | 11 | 0.1 | 0.1
Cc1nc(-c2ccccc2)nc2[nH]c(-c3ccccc3)cc(=O)c12
  12 | 8 | -0.9 | 0.0
O=S1(=O)N=C(CN2CCN(S(=O)(=O)c3cccs3)CC2)Nc2ccccc21
  -5 | 3 | -1.8 | 0.0
CCOC(=O)CSc1nc(N)c(C#N)c(-c2ccccc2Cl)c1C#N
  -4 | -3 | 2.3 | 0.2
N#CC1=C2SCN(Cc3ccccc3)CN2C(=O)CC1c1ccc(F)cc1 (stereo not drawn)
  -3 | 0 | 0.1 | -0.3
CC1CCN(C(=O)Nc2ccc(Cl)cc2)CC1
  -50 | 19 | -0.2 | 0.5
COc1ccc(-n2cc(-c3ccccc3)c3c(Nc4ccc(C)cc4)ncnc32)cc1
  -8 | -1 | 0.5 | 0.1
COC(=O)C1=C(O)/C(=C\c2cccc(OCc3ccccc3)c2)N=C1C
  8 | 6 | -0.5 | 0.1
COc1ccc2c(c1)C1NC(=S)N(c3ccc(F)cc3)C(C)(O2)C1C(=O)Nc1ccc(C)cc1C (stereo not drawn)
  7 | 32 | 0.0 | -0.3
CCCC(O)(CCN1CCOCC1)c1ccc(Cl)cc1 (stereo not drawn)
  -1 | 18 | -1.1 | 0.1
CN(C)S(=O)(=O)N1CCN(S(=O)(=O)c2ccccc2)CC1
  2 | 10 | -0.8 | 0.1
Cc1ccc(/C=N/NC(=O)C(C)Oc2ccc(Br)cc2)o1 (stereo not drawn)
  12 | 21 | -2.3 | 0.3
CCc1nnc(NC(=O)Cn2ncc3c2-c2ccccc2OC3)s1
  2 | 9 | 1.0 | 0.1
COc1cccc(C2C(C(=O)OCC(C)C)=C(C)NC3=C2C(=O)CC(c2ccc(Cl)cc2)C3)c1OC (stereo not drawn)
  14 | -10 | -0.3 | 0.1
O=C(CCC1(Cc2ccccc2)CCC(=O)N1)NCc1ccccc1 (stereo not drawn)
  -41 | 8 | -0.2 | 0.1
O=C(Nc1ccc(F)cc1F)N1CCC(O)(c2ccc3c(c2)OCO3)CC1
  11 | 7 | 1.2 | 0.0
COc1ccc(C(=O)n2[nH]c(=O)c(CCO)c2C)cc1
  -43 | 13 | -12 | 0.1
Cc1nc2cnc(-c3ccc4ccccc4c3)cn2c1NC(=O)c1ccco1
  2 | -4 | -0.9 | -0.2
CCOc1ccc(C2=C/C(=C/c3cc(OC)c(OC)cc3[N+](=O)[O-])C(=O)O2)cc1
  2 | -19 | -0.6 | -0.2
Cc1ccc2nc(-c3ccc(NC(=O)c4oc(C)nc4C)cc3)sc2c1
  18 | 4 | -0.5 | 0.1
CCCCNc1ncnc2sc(C)cc12
  37* | 1 | -0.2 | 0.2
COc1ccc2nc(Cl)c(C3CC(c4ccc(OC)c(OC)c4)=NN3C(=O)c3ccccc3)cc2c1 (stereo not drawn)
  -5 | 14 | -2.0 | 0.2
O=c1[nH]c(SCCc2ccccc2)nc2ccccc12
  -15 | -2 | 0.3 | 0.2
CCOc1ccc(NC(=O)N2CCN(c3ccc(C(C)=O)cc3)CC2)cc1
  1 | -10 | 1.0 | -0.1
Cc1[nH]c2c(C)cccc2c(=O)c1CN1CCCC(C)C1 (stereo not drawn)
  1 | -11 | -2.1 | 0.1
COC(=O)c1ccc(NC(=O)C2C3C=CC(O3)C2C(=O)O)cc1 (stereo not drawn)
  -8 | 13 | -0.4 | 0.0
C=CCCC1(C)NC(=O)N(c2ccccc2)N1 (stereo not drawn)
  1 | -6 | 0.3 | 0.0
Cc1cc(N2C(=O)CCC2=O)n(-c2ccccc2)n1
  -1 | -13 | 0.0 | 0.6
COc1ccccc1CCNc1nc(CN2CCCCC2CO)nc2ccccc12 (stereo not drawn)
  7 | -11 | -0.6 | -0.1
O=C(CC1C(=O)NCCN1CC1CCCCC1)NCCc1cnccn1 (stereo not drawn)
  13 | 3 | 0.4 | 0.2
Cc1ccn2cc(CNC(=O)CC3C(=O)NCCN3CC(C)(C)C)nc2c1 (stereo not drawn)
  -2 | -8 | 1.3 | -0.1
Cc1ccc(-n2nc3c(c2NC(=O)/C=C\c2ccccc2)CS(=O)(=O)C3)cc1
  0 | 15 | 1.4 | 0.1
CCOC(=O)c1c(NC(=O)CSc2n[nH]c(-c3ccncc3)n2)sc(C(C)=O)c1C
  -6 | -1 | 0.3 | -0.3
CCC(C(=O)NCCc1cc(OC)ccc1OC)n1c2ccccc2c2nc(=O)cc(C)n21 (stereo not drawn)
  4 | 9 | -0.2 | 0.0
Cc1cnc(-c2ccc(C)c([N+](=O)[O-])c2)c(C)c1
  -13 | -7 | -0.1 | 0.1
O=c1[nH]c2ncc(-c3ccco3)nc2n1Cc1ccco1
  -4 | 42 | -0.6 | -1.6
NC(=O)c1c(NC(=O)CSc2nnc(-c3cccnc3)n2N)sc2c1CCC2
  18 | 1 | 0.8 | 0.0
COC(=O)COc1ccc2c3c(c(=O)oc2c1)CCCC3
  0 | 22 | -0.9 | -0.1
CCOC(=O)C1CCCN(C(=O)c2sc3ncnc(N4CCN(c5ccccc5)CC4)c3c2C)C1 (stereo not drawn)
  20 | 29 | -0.4 | 1.2
CCN(CCO)c1ccc(NC(=S)Nc2ccc(OC)cc2)cc1
  -31 | -2 | -2.1 | -0.5
Cc1ccc(C)c(S(=O)(=O)N2CC3(C)CC2CC(C)(C)C3)c1 (stereo not drawn)
  -3 | -2 | -0.7 | -0.1
CCn1nnc(NC(=O)c2ccc(OC)cc2)n1
  -43 | 12 | -3.8 | 1.4
O=C(COc1ccccc1Cl)c1ccccc1
  -15 | 2 | -1.1 | -0.1
CNCCCOc1ccc(OCc2ccccc2)cc1
  20 | 11 | -2.9 | -0.1
CN(C)C(=O)c1cc(CNCc2ccc3c(c2)OCCO3)cc(NC(=O)c2ccccn2)c1
  -1 | 5 | 0.3 | -0.1
Cc1cc(C)n(/N=C/c2ccc(N(C)C)cc2)c(=O)c1C(N)=O
  -3 | 8 | 2.4 | -0.1
O=C1c2ccccc2C(=O)N1CCCN1CCC(c2nc(-c3cccnc3)no2)CC1
  1 | 1 | 0.0 | 0.5
Cc1ccc(NC2SC(=O)N(Cc3cccc(C(=O)O)c3)C2=O)c(C)c1 (stereo not drawn)
  -12 | 9 | -1.6 | -0.1
CCn1ncc(CN2CCCC(N(C)CCc3ccc(OC)c(OC)c3)C2)c1C (stereo not drawn)
  2 | 13 | -1.4 | 0.4
CCOc1ccc(C2=NC(c3ccc(F)c(Br)c3)NC(c3cc(Cl)ccc3O)C2)cc1 (stereo not drawn)
  -5 | -3 | 0.8 | -0.2
COc1cccc(/C(C)=N/NC(=O)Cc2c(C)[nH][nH]c2=O)c1
  1 | 15 | -1.2 | 0.2
Cc1cc(C)cc(Cn2cc(-c3cccs3)ccc2=O)c1
  -4 | -7 | -0.4 | -0.3

(next part)
Values in the order – TEAD-YAP block | MITF primary | GPR151 activ | FBW7 activator
COc1ccccc1CNC(=O)c1ccc(C)c(Cl)c1
  1 | 2 | 2.9 | 0.1
Cc1cccc(-c2cc(C(=O)Nc3cc(C)cc(C)n3)c3ccccc3n2)c1
  -7 | 1 | 0.2 | 0.1
Clc1ccccc1-c1nc(NCc2ccccc2)nc2ccc(Br)cc12
  -2 | 2 | 0.6 | 0.3
CCOc1cc(/C=N/NC(=O)CCCC(=O)NC2CCCCC2)ccc1O
  16 | -14 | -0.2 | 0.0
O=C(Nc1c2c(nn1-c1ccc([N+](=O)[O-])cc1)CS(=O)(=O)C2)c1ccccc1F
  -12 | -11 | -0.3 | -0.2
CCOC(=O)c1c(C)oc2c1c(C=NC1CCS(=O)(=O)C1)c(O)c1ccccc12 (stereo not drawn)
  3 | 17 | 1.1 | 0.1
